Vif imaging – HIV Vif self-association inhibitors, primary screen, imaging, HEK293T, single point | HEK293T cells, Vif self-association by quenched fluorescence, 24 h | inhibition, % at 7.49 µM | 340,000 tested, 0.35% active; in the data active = inhibition above about 50%, passing the limit was not always enough; also: some results filed as inactive read as strong as hits
TLR9-MyD88 inh – inhibitors of TLR9-MyD88 association in cells, primary screen, cell-based, CHO, BLA complementation, fluorescence; Toll-like receptor 9 (Homo sapiens) + Myeloid differentiation primary response protein …; CCF4 FRET ratio; inhibition, % at 4.98 µM; 340,000 tested, 0.21% active; AID 504734, 2011;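 active = inhibition above the mean over all tested compounds plus 3 SD, cut at about 21% in these data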;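 also: 0% = DMSO only wells and 100% = clavulanate BLA inhibitor control wells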
ABHD5-PLIN5 inh – ABHD5-PLIN5 interaction inhibitors, primary screen, cell lysate, split luciferase complementation, luminescence. inhibition, % at 4 µM. Split G. princeps luciferase complementation, 4 h. AID 602281, 2012. 360,000 tested, 0.78% active;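 active = inhibition above the mean inhibition across every tested compound plus 3 SD, cut at about 22% in these data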;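 also: 0% = DMSO only wells and the 100% control is not disclosed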
MC4R antagonist – MC4R antagonists of cAMP signaling, primary screen, cell-based, TR-FRET, antagonist arm of biased-ligand search; Melanocortin receptor 4 (Homo sapiens), P32245; MC4R-expressing cells, MTII-stimulated cAMP, LANCE TR-FRET; inhibition, % at 6.5 µM; 360,000 tested, 0.48% active;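 active = inhibition above its plate's cutoff, the mean of tested wells on that plate plus 3 SD, cut at about 29% in these data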;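 also: 0% = Melanotan II alone and 100% = Melanotan II plus saturating MCL0020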
Target sequence (P32245 whole entry, looked up): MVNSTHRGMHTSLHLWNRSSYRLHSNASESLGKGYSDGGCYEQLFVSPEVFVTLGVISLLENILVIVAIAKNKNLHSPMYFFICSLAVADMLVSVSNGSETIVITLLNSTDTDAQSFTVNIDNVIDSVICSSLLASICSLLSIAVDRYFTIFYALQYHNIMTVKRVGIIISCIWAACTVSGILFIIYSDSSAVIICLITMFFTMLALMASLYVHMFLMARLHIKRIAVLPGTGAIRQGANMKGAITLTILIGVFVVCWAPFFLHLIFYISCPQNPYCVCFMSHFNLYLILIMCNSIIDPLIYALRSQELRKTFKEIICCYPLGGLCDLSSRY
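Assay system: U2OS-MC4R stable cell line; Also added: Melanotan II; Technique: Eu-cAMP/anti-cAMP TR-FRET, emission 671 nm; Times: 30-min compound, 1-h challenge, 1-h detection, room temperature.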
aDG glyco act – activators of alpha-DG glycosylation, primary screen, uHTS, Pro5-aDG cells, AlphaScreen; 360,000 tested, 0.22% active; AID 624168, 2012; activation, % at 10 µM; alpha-DG glycosylation AlphaScreen (IIH6); 0% Pro5, 100% B10-LARGE cell signal;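 active = activation of at least 8% versus controls, or a plate z-score of at least 8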;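 also: Pro5 are CHO cells carrying HIG-tagged alpha-DG that lacks glycosylation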
Granule exo inh – LAMP-1 surface exposure blockers, TALL-104 cells – cell-based, flow cytometry, MLPCN library, primary screen; TALL-104 LAMP-1 surface exposure; cells stimulated with thapsigargin and PMA; 360,000 tested, 0.66% active; AID 651702, 2012; inhibition, % at 10 µM;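 active = inhibition above about 55%, limit read from the data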
Glyco luc inh – increase of ERlucT glycosylation luciferase signal, primary screen, N-linked glycosylation inhibitor project, D54 ERlucT cells, luminescence, set 2 | D54 ERlucT glycosylation luciferase reporter, 24 h; percent of 100 nM tunicamycin response | reporter increase, % at 12.5 µM | 360,000 tested, 0.23% active;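 active = mean luciferase reporter signal, scaled so untreated is 0 and the glycosylation-blocking control 100, at or above a set limit in every replicate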;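 also: luciferase carries N-glycosylation sites so blocking glycosylation raises the light; 0% = median of neutral control wells and 100% = median of 100 nM tunicamycin wells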
ABCB6 inh 2 – ABCB6 transporter inhibitors, primary screen, K562-ABCB6 cells, flow cytometry, MLPCN library; ATP-binding cassette sub-family B member 6 (Homo sapiens), Q9NP58; K562-ABCB6 porphyrin accumulation, 1 h; stronger effect = lower value; fluorescence ratio to DMSO, % at 10 µM; 360,000 tested, 0.19% active;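 active = fluorescence ratio to DMSO below 75%, the collection mean minus 3 SD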;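 also: signal is porphyrin accumulated inside mitochondria; 100% equals median channel fluorescence of DMSO control wells; lower ratio means ABCB6 inhibition with less porphyrin fluorescence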
NOD2 RIPK2 PPI – NOD2-RIPK2 binding disruptors in cells, primary screen, fluorescence, CHO cells, BLA complementation | Receptor-interacting serine/threonine-protein kinase 2 (Homo sapiens), O43353 | CCF4 ratio | 360,000 tested, 0.38% active | inhibition, % at 4.98 µM; in the data active = inhibition above about 21%;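 also: 0% = vehicle only and 100% = reference blocker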
Target sequence (O43353 whole entry, looked up): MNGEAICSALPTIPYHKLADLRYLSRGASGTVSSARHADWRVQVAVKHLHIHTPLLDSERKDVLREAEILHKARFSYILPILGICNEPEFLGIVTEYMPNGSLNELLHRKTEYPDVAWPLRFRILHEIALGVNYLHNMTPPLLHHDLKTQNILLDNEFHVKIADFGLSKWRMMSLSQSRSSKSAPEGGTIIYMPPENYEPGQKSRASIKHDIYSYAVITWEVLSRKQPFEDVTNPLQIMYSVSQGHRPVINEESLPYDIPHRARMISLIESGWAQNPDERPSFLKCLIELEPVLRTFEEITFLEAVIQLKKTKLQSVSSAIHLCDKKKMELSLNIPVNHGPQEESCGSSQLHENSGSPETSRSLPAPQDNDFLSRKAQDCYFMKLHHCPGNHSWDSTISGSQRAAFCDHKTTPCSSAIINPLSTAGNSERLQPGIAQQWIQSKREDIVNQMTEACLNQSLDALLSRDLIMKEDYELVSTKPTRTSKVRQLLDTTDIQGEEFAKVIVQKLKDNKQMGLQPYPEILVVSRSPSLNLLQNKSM
MC4R ag barr – MC4R agonists recruiting beta-arrestin, primary screen, cell-based, luminescence, agonist arm of biased-ligand search | Melanocortin receptor 4 (Homo sapiens), P32245 | U2OS MC4R beta-arrestin complementation; percent of melanotan II response, DMSO zero | activation, % at 8.9 µM | 360,000 tested, 0.98% active | AID 540308, 2011;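 active = activation above a per-plate cutoff, the mean activation of sample wells on that plate plus 3 SD, cut at about 8% in these data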
Active calls of the source: *; / = no result given. A portion of the library. The share of hits here may be higher or lower than overall.

SMILES	Vif imaging	TLR9-MyD88 inh	ABHD5-PLIN5 inh	MC4R antagonist	aDG glyco act	Granule exo inh	Glyco luc inh	ABCB6 inh 2	NOD2 RIPK2 PPI	MC4R ag barr
COc1cc(/C=N/NC(=O)c2cc(-c3cccs3)nc3ccccc23)ccc1O	-15.1	5.5	6.4	12.5	-0.1	-2.2	1.0	99.0	-2.7	-0.8
Cn1c(N)c(C(=O)CSc2nnc(-c3ccccc3F)n2N)c(=O)n(C)c1=O	-30.9	0.1	17.5	-0.6	-0.1	9.0	-1.0	81.0	-12.4	1.0
CCN(CC(=O)Nc1ccc(N2CCOCC2)cc1)C(=O)Cc1ccccc1	10.8	-5.0	4.6	-1.2	-0.1	3.3	5.2	88.0	12.0	-1.3
Cn1c2ccsc2c2ncn(Cc3ccc(F)cc3)c(=O)c21	-2.6	-12.2	2.5	1.5	2.5	-2.0	-1.0	94.0	-1.3	-1.3
COc1ccc(NC(=O)CSc2nc(=O)n(CCN3CCOCC3)c3c2CCC3)c(OC)c1	-2.3	-9.2	1.5	12.9	0.0	-4.1	-0.2	96.0	5.2	0.1
CCOc1ccc(N(CC(=O)NC2CCCC2)S(=O)(=O)c2ccccc2)cc1	31.9	-11.8	4.0	12.1	0.1	19.0	-3.0	96.0	-16.6	-0.5
C[N+](C)(C)CCCN(Cc1ccc2c(c1)OCO2)C(=O)NC1CCCCC1	8.2	-12.5	1.0	9.2	-0.1	-3.3	-1.4	98.0	-16.6	-2.6
CCOc1ccc(S(=O)(=O)N2CCCCC2)cc1NC(=O)C1CSC2(C)CCC(=O)N12 (configuration not stated)	6.6	2.5	-10.5	18.9	0.3	18.7	-1.2	94.0	0.2	-1.1
CCCc1nnc(NC(=O)c2ccc(S(=O)(=O)N(C)c3ccccc3OC)cc2)s1	0.5	1.5	-7.8	-2.3	0.3	-0.3	0.0	94.0	-2.7	-2.8
COc1cccc(C2=NOC(C(=O)NCc3ccccn3)C2)c1 (configuration not stated)	5.2	-1.3	5.8	1.4	-0.2	-5.3	2.5	102.0	-11.8	-1.4
CC(C)c1ccc(/C=C2\SC(=O)N(CC(=O)NC3C=CS(=O)(=O)C3)C2=O)cc1 (configuration not stated)	39.1	-6.3	12.8	3.3	1.3	13.3	-6.9	98.0	4.0	-3.2
CCOC(=O)[C@]12CCC=C1N(CCC1=CCCCC1)C(=O)[C@H](CC(=O)N1CCN(C(=O)C3CC3)CC1)C2	/	/	6.7	/	-0.1	-1.2	/	92.0	-1.5	/
COc1cccc(-n2c(SCC(=O)N3CCOCC3)nc3c([nH]c4ccccc43)c2=O)c1	-4.4	-8.6	-0.3	0.4	0.2	-3.8	-0.7	94.0	1.6	3.5
Cc1cccc(C(=O)Nc2ccccc2SCC(=O)Nc2ccc(C)c(Cl)c2)c1	-12.4	0.0	-6.0	1.9	-0.3	-17.2	-2.6	95.0	-0.4	-0.2
C[C@H](CO)N1C[C@H](C)[C@@H](CN(C)Cc2ccccc2)Oc2c(NC(=O)Cc3ccccc3)cccc2C1=O	1.3	-10.7	9.1	24.9	0.2	-4.0	1.2	94.0	-0.1	3.8
CCc1oc2c(C)c(O)ccc2c(=O)c1-c1ccc2ccccc2n1	-6.8	2.4	-0.9	-2.4	0.7	1.0	-2.0	86.0	-18.4	2.3
COc1cccc(CNC(=O)CCC2CCCN(C(=O)c3ccc(OC)c(F)c3)C2)c1 (configuration not stated)	-5.5	5.0	-2.7	6.4	0.1	-1.5	0.2	101.0	6.1	1.4
Cc1cc(=O)oc2c3c(cc(OCC(=O)N4CCC(C(=O)O)CC4)c12)OC(C)(C)CC3	5.7	0.3	-1.1	1.2	0.3	-0.1	0.1	95.0	-3.1	-0.9
CN(Cc1ccccc1F)C(=O)C(Cc1ccccc1)NC(=O)c1ccccc1 (configuration not stated)	-30.9	-5.2	-9.7	13.1	-0.7	-10.2	-0.7	100.0	-10.7	-1.7
CCOc1ccc(N(CC(=O)N2CCN(Cc3ccccc3)CC2)S(C)(=O)=O)cc1	-0.9	-1.1	-5.5	-7.7	0.1	-0.8	0.0	98.0	-9.0	-0.7
COc1ccc(-n2c(C)cc(-c3csc(NC(=O)c4ccc(S(=O)(=O)N(C)C)cc4)n3)c2C)cc1	-5.6	-5.8	0.1	7.2	2.7	-2.2	-0.3	99.0	-10.9	-0.8
Cc1cc(C)cc(NC(=O)C2CCCN(S(=O)(=O)c3cnc[nH]3)C2)c1 (configuration not stated)	-3.8	4.0	0.3	7.8	-0.2	-2.0	1.3	103.0	-1.5	-0.9
CN(C(=S)SCc1ccccc1)C1CCS(=O)(=O)C1 (configuration not stated)	-0.4	-2.3	5.2	-3.5	-0.3	-0.5	-1.9	103.0	1.9	-1.1
COc1ccccc1NC(=O)c1cc2c(CO)cnc(C)c2oc1=Nc1cc(OC)c(OC)c(OC)c1	2.4	6.9	5.0	20.5	0.0	14.3	-4.1	96.0	-6.1	1.2
COc1cccc(NC(=O)CSc2nccn2-c2cccc(OC)c2)c1	1.2	-1.3	3.5	-0.9	-0.1	-9.7	-1.0	100.0	-5.2	-1.6

More structures:
SMILES	Vif imaging	TLR9-MyD88 inh	ABHD5-PLIN5 inh	MC4R antagonist	aDG glyco act	Granule exo inh	Glyco luc inh	ABCB6 inh 2	NOD2 RIPK2 PPI	MC4R ag barr
CCSc1nnc2nc3[nH]c4c(C)cccc4c3nn12	5.4	/	-4.5	0.9	0.0	-6.0	3.5	101.0	-5.3	1.1
Cc1nc(CSc2ccc(Cl)cc2)cs1	-2.0	-0.4	1.6	0.6	0.1	15.0	-1.3	97.0	-14.4	-1.0
CCCOc1ccc(F)cc1-c1cc(C(=O)NCc2ccco2)[nH]n1	-0.4	/	0.2	5.7	0.1	-8.2	-0.1	86.0	-16.8	-0.6
O=C1/C(=C\c2cccnc2)Sc2ccccc21	8.9	-2.6	18.8	-24.5	0.0	10.4	4.4	104.0	1.1	-2.1
Cc1ccc(C(C(=O)NC2CCCC2)N(C(=O)Cc2cccs2)c2cccc(C)c2C)o1 (configuration not stated)	-2.8	0.5	-4.4	16.0	0.0	-1.9	-8.0	103.0	-6.2	2.0
CCS(=O)(=O)c1ccccc1C(=O)NC1CCCc2ccccc21 (configuration not stated)	-4.5	-5.5	-8.1	7.3	-0.2	-5.8	-0.7	107.0	0.4	-0.4
C/C(CC(=O)Nc1ccccn1)=N\NC(=O)Cc1cccc2ccccc12	3.1	9.3	-4.2	-1.9	-0.3	0.1	0.9	107.0	-0.6	-1.1
Nc1sc2c(c1C(=O)NCCc1ccccc1)CCC2	1.3	-2.8	-5.3	-6.6	-0.2	0.0	-0.1	95.0	-5.1	-2.9
O=C(COC(=O)CCc1c[nH]c(=O)[nH]1)Nc1cccc(Cl)c1	20.0	11.9	2.9	1.4	-0.1	-2.0	0.0	104.0	2.9	-1.2
O=c1c2c(nc3cc(-c4cccc(F)c4)[nH]n13)CCC2	3.9	-2.0	5.1	-8.7	0.1	0.3	-12.6	104.0	4.7	-1.3
O=[N+]([O-])c1ccc(CSc2ccc(S(=O)(=O)N3CCCC3)cn2)cc1	-0.8	-12.8	-6.5	5.0	0.1	7.3	-2.6	100.0	-9.0	-1.7
CC(C)C1CC(O)(C2(O)CCCCC2)ON1 (configuration not stated)	11.4	3.0	-1.6	0.5	0.0	-3.1	-0.8	91.0	-5.8	-1.4
CC(C)[C@H](NC(=O)c1ccccc1F)C(=O)OCC(=O)Nc1sccc1C(N)=O	11.9	-0.3	-8.4	-1.6	0.6	0.0	1.8	92.0	-9.8	-0.5
CCOCCCNC(=O)c1cn(CC)c2ccc(S(=O)(=O)N3CCCC3)cc2c1=O	-2.5	-12.8	-3.7	-2.3	0.0	-18.7	-0.7	94.0	12.4	-2.0
Cc1ccc(C(=O)N2CC=C(c3ccccc3)CC2)s1	17.5	-13.8	9.5	8.1	-0.2	16.1	-1.6	99.0	-7.3	-0.6
O=C(Nn1c(C2CC2)nc2ccccc2c1=O)c1ccco1	3.8	-3.8	-2.9	6.1	-0.1	-0.1	2.4	104.0	-1.5	0.8
CC1=C(C(=O)N2CCOCC2)CC(CC(=O)NC2CCCCC2)C(=O)N1Cc1ccc(C(C)(C)C)cc1 (configuration not stated)	/	2.7	-9.4	3.0	0.2	5.3	7.7	99.0	-0.5	-1.4
CN(C)CCCNc1oc(-c2cccc(Cl)c2)nc1C#N	10.5	4.8	5.5	1.1	1.2	7.0	-1.3	/	1.4	-1.2
CCCN1CCN(S(=O)(=O)c2ccc3c(c2)CC(C)N3C(=O)C2CC2)CC1 (configuration not stated)	-2.2	4.1	-11.3	-0.7	-0.1	9.4	-7.1	103.0	-5.1	-2.3
CCOC(=O)c1nn(-c2ccc(Cl)cc2)c(C)cc1=O	-6.5	-8.5	-0.8	-4.3	0.0	12.1	1.4	97.0	-12.1	-0.3
CCOc1c2ccoc2nc2c(OC)c(OC)ccc12	3.4	2.7	-1.4	0.1	0.9	-4.6	-0.1	95.0	-15.8	-1.6
O=C(NCCCN1CCCC1=O)c1ccc(NS(=O)(=O)c2cccc([N+](=O)[O-])c2)cc1	15.0	-6.2	0.9	-1.9	0.1	-14.5	0.7	101.0	-14.1	-0.6
Oc1ccc(Nc2nc3ccccc3nc2Nc2ccc(O)cc2)cc1	9.0	-5.4	57.2*	5.8	-0.7	0.0	50.4*	108.0	14.9	-0.2
C[C@H](CO)N1C[C@H](C)[C@@H](CN(C)C(=O)Nc2ccccc2)Oc2ccc(NC(=O)Nc3ccc(C(F)(F)F)cc3)cc2C1=O	/	-0.6	4.0	0.0	-0.1	-0.7	2.0	97.0	-9.0	-1.7
CC(C)C(c1nnnn1Cc1ccccc1)N1CCc2ccccc2C1 (configuration not stated)	5.5	-8.1	-11.9	17.4	0.3	-0.9	-0.8	101.0	-15.7	-0.2
COc1ccc(S(=O)(=O)NCCc2nnc3ccc(SCC(=O)Nc4cc(C)on4)nn23)cc1	-2.5	3.5	0.9	9.7	-0.2	-0.1	2.7	98.0	-1.2	-2.2
CC(C)(C)OC(=O)NN1CC(=O)N2Cc3[nH]c4ccccc4c3C[C@H]2C1=O	0.5	2.7	4.6	5.0	-0.1	-9.4	0.5	99.0	-9.2	-2.0
NNC(=O)c1cccc(COc2ccc3c(c2)CCC3)c1	0.4	3.8	-10.7	-4.2	-0.2	-0.9	-11.6	93.0	6.6	-2.6
